M1 antag: human CHRM1 antagonism | 360,000 compounds, 1.3% hits | inhibition, % at 3 µM | P11229 | AID 588852 | CHO-K1 hM1, Fluo-8 calcium fluorescence, ACh EC80 antagonist;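 active means percent inhibition above its own plate's cutoff, namely the mean of that plate's compound wells plus 3 SD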;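 further: peak over basal fluorescence ratio during 140 s after agonist addition; 0% = ACh EC80 plus DMSO and 100% = DMSO alone without agonist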
Target sequence (P11229 whole entry, looked up): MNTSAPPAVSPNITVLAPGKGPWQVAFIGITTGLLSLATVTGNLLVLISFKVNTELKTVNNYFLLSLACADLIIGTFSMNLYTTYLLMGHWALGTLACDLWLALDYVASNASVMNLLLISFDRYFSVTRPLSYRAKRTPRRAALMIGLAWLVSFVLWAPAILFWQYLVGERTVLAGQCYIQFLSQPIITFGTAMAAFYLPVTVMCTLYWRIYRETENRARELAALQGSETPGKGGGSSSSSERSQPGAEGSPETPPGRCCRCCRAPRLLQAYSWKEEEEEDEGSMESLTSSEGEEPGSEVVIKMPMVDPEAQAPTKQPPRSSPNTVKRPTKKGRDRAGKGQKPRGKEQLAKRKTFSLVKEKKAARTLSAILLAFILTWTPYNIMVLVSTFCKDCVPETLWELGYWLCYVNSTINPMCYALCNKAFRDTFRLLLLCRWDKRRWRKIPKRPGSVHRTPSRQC
M1 PAM: human CHRM1 positive allosteric modulation; P11229; CHO-K1 hM1, Fluo-8 calcium fluorescence, ACh EC20; 0% = ACh EC20, 100% = maximal ACh; activation, % at 3 µM; 360,000 compounds, 0.088% hits; in the data active means activation above about 19%, passing the limit was not always enough
CHRM4 antagonist: antagonists of human muscarinic M4 receptor (CHRM4); P08173; CHO-hM4 cells, ACh EC80, Fluo-8 calcium fluorescence; inhibition, % at 3 µM; 360,000 compounds, 0.73% hits;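 active means inhibition above its plate's cutoff, the mean inhibition of sample wells plus 3 SD, cut at about 27% in these data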;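 further: 0% = acetylcholine EC80 with DMSO and 100% = DMSO without agonist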
Target sequence (P08173 whole entry, looked up): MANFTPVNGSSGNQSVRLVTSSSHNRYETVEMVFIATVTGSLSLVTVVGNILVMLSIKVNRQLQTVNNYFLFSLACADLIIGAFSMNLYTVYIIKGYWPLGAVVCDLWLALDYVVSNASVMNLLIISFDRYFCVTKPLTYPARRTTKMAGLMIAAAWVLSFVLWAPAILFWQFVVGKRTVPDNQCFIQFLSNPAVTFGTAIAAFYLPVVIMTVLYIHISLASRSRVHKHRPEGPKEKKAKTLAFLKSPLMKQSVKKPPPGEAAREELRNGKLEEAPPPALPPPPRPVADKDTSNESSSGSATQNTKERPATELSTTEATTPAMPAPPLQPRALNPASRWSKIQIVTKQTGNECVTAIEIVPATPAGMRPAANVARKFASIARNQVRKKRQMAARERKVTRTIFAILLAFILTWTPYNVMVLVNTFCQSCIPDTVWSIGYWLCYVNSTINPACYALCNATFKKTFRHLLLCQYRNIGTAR
CHRM1 agonist: agonists of human M1 muscarinic receptor. 360,000 compounds, 0.33% hits. activation, % at 3 µM. P11229. CHO-K1 hM1, Fluo-8 calcium fluorescence, agonist mode; 0% DMSO, 100% acetylcholine EC100;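 active means activation above the run's mean compound activation plus 3 SD, cut at about 16% in these data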;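 further: peak over basal fluorescence ratio within a 140 s kinetic read after compound addition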
TAAR1 ag: human TAAR1 agonism. Q96RJ0. CHO RD-HGA16 TAAR1, Fluo-8 calcium fluorescence; vehicle wells 0%, saturating PEA agonist 100%. activation, % at 3 µM. 360,000 compounds, 0.99% hits. AID 624467;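 active means activation above the mean activation of all test compounds in the run plus 3 SD, cut at about 38% in these data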
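System: CHO-derived RD-HGA16 cells with stable Gα16 and human TAAR1. Times: 17-24 h plating, Fluo-8 75 min 37 °C, 30 min RT. Measured by: calcium-sensitive Fluo-8 signal, excitation 470-495, emission 515-575 nm. Read-out basis: % activation relative to PEA EC100 response. Control set: DMSO and PEA EC100. Repeats: no replicates (n 1).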
CHRM4 agonist: CHRM4 agonism in calcium assay | P08173 | 360,000 compounds, 0.14% hits | CHO-K1 hM4/Gqi5, Fluo-8 calcium fluorescence; vehicle 0%, full acetylcholine response 100% | activation, % at 3 µM;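 active means activation above the run mean over all test wells plus 3 SD, cut at about 32% in these data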;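 further: peak over basal fluorescence ratio per well then scaled between controls; 0% = DMSO wells and 100% = acetylcholine at EC100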
CHRM5 PAM: potentiates acetylcholine response at human M5 receptor | 360,000 compounds, 0.3% hits | AID 624038 | activation, % at 3 µM | CHO-K1 hM5, Fluo-8 calcium, ACh EC20 PAM; 0% = ACh EC20, 100% = ACh EC100 | P08912;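 active means activation above the run cutoff, the mean activation of all test compounds plus 3 SD, cut at about 18% in these data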
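Measured by: Fluo-8 calcium fluorescence; material: human M5 receptor in CHO-K1 cells; schedule: Post-acetylcholine fluorescence recording 140 s; benchmarks: low control EC20 acetylcholine (0%), high control EC100 acetylcholine (100%); read-out: Max/basal fluorescence ratio as % of EC20–EC100 ACh window; compound: single dose, 3 µM nominal final test concentration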
M5 antag: CHRM5 antagonism in calcium assay | P08912 | CHO-hM5 cells, Fluo-8 calcium fluorescence, ACh EC80 | inhibition, % at 3 µM | 360,000 compounds, 0.59% hits | AID 624040;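 active means inhibition above a per-plate cutoff, the mean of that plate's test compounds plus 3 SD, cut at about 27% in these data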;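 further: 0% = acetylcholine EC80 with DMSO and 100% = DMSO without agonist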
CHRM5 agonist: agonists of human muscarinic M5 receptor (CHRM5); P08912; CHO-K1 hM5 cells, Fluo-8 calcium fluorescence; 0% DMSO wells, 100% maximal acetylcholine response; activation, % at 3 µM; 360,000 compounds, 0.19% hits;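 active means activation above the run's mean over test compounds plus 3 SD, cut at about 23% in these data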;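 further: signal is peak over basal fluorescence ratio across the kinetic read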
The depositor's hits bear a star; . = no result given; & = joins results of further samples. Some of the compounds tested (hit frequency here may not be typical).

SMILES	M1 antag	M1 PAM	CHRM4 antagonist	CHRM1 agonist	TAAR1 ag	CHRM4 agonist	CHRM5 PAM	M5 antag	CHRM5 agonist
Cc1cccc(OCCNC(=S)NC(=O)c2cncc(Br)c2)c1	3	-1	3	-4	-4	-1	-4	11	-3
Cc1c(CNC(=O)c2nn3c(c2Cl)NC(c2ccccc2)CC3C(F)(F)F)cnn1C (centres undefined)	7	0	-13	-3	1	8	-11	7	1
CC1(C(=O)NS(=O)(=O)c2ccccc2Cl)CCN1C(=O)Cc1cc(F)ccc1F (centres undefined)	-18	9	-4	-1	2	0	-2	0	1
O=[N+]([O-])c1cc2c(cc1/C=N/Nc1nc(N3CCCC3)nc(N3CCCC3)n1)OCO2	6	-3	6	-5	4	1	-3	6	-3
COc1ccc(CCNC(=O)CC2SC(=NCc3ccccc3)NC2=O)cc1 (centres undefined)	-3	10	-5	-8	3	1	-6	3	-1
Cc1ccc(NC(=O)CSc2nnc(-c3cnccn3)n2-c2ccccc2)cc1	-16	10	-3	-2	3	1	4	-8	3
CC(=O)Oc1ccc(OC(C)=O)c(SCCCCCN2CCOCC2)c1	14	-7	-7	-7	2	0	-2	3	-7
C[C@]12CC[C@@H]3c4ccc(OS(=O)(=O)O)cc4CC[C@H]3[C@@H]1CCC2=O	-26&-25	-1&6	0&0	-2&-2	2&0	0&1	-3&0	6&-8	0&1
C/C=C(\C)C(=O)O[C@@H]([C@H](O)c1cc2ccc(=O)oc2cc1OC)C(C)(C)O	-13	10	-18	-2	17	3	4	5	3
O=C(CCN1CCCCC1)N/N=C/c1c[nH]c2ccccc12	1	3	0	-2	18	2	1	-8	5
CCCC(O)(c1ccccc1)C(CN1CCOCC1)c1ccccc1 (centres undefined)	-16	11	-10	-4	9	-2	6	-4	-8
CCOc1ccccc1N1CCN(C(=O)c2c(-c3c(F)cccc3Cl)noc2C)CC1	-1	-2	-10	2	8	13	-8	9	3
C/C(=N\NC(=O)CN1CCCCC1)c1cccc([N+](=O)[O-])c1	4	-1	-3	-3	8	12	-19	18	1
Cn1cnnc1SCCC(=O)Nc1ccccc1	-19	18	7	0	4	1	3	-2	7
Cc1ccc([C@H]2C[C@@H](n3cc(C4CC4)nn3)[C@H](O)CN2CC2CCCCC2)cc1	3	-3	-29	-4	1	-1	-2	-6	-1
c1nnc(-c2ccc3c(c2)OCO3)o1	-8	11	-11	-5	2	1	0	7	-2
COc1ccc(C(=O)N2CCC(C(=O)Nc3ccc4c(c3)OCO4)CC2)cc1	-5	-4	-1	-3	-1	1	-6	13	0
C[C@H]1CN(Cc2ccccc2)C(=O)[C@@H]1CC(=O)NCc1ccccc1	2	3	1	-5	5	1	-6	18	2
CC(=O)c1cc(CN2CCC(n3nccc3NC(=O)c3ccccc3C)CC2)cs1	-13	9	-1	-4	0	2	8	-20	0
COc1ccc(C(=O)OCC(=O)NCC2CCCO2)cc1 (centres undefined)	1	-7	10	-3	1	1	0	-4	1
CCOc1ccc(NC(=O)C2CCC(C)(C(=O)O)C2(C)C)cc1 (centres undefined)	4	2	2	3	12	1	-4	2	0
O=C(CN1CCN(c2nc(-c3ccc(Cl)cc3)cs2)CC1)NCc1ccco1	2	3	6	-4	-1	5	1	11	-6
CCCOc1ccc(-c2c(C(=O)N/N=C/c3ccco3)nnn2-c2nonc2N)cc1	-7	3	-9	3	74*	2	-4	-5	3
O=C(CNC(=O)c1ccc(Br)o1)NCC(=O)OCc1ccccc1	-8	15	-13	2	0	1	1	-6	2
Oc1cccc(-c2sc3ccccc3c2-c2ccc(OCCN3CCCCC3)cc2)c1	.	.	10	.	8	7	-9	11	1
COC(=O)c1ccc(NC(C(=O)OC)C(C)C)c([N+](=O)[O-])c1 (centres undefined)	1	-5	8	-10	1	1	1	-1	-4
NCCc1c(-c2ccccc2)n(-c2ccccc2)c2ccccc12	6	-3	5	-7	61*	7	3	13	-3
CN1C2C=CC(=O)C1C1C(=O)N(c3ccccc3)C(=O)C12 (centres undefined)	3	2	6	1	5	1	-4	6	3
CCOc1ccccc1C(=O)N[C@H](C(=O)NCc1ccccc1)C(C)C	-8	7	-1	-5	2	1	12	-5	0
Cc1nn(Cc2ccccc2)c(C)c1/C=N/NC(=O)c1cccnc1	-5	10	2	-10	7	4	1	-4	3
O=C(N/N=C/c1cc([N+](=O)[O-])ccc1O)C(O)(c1ccccc1)c1ccccc1	-8	1	0	0	-1	3	-9	2	-4
COc1ccc(NC(=O)COC(=O)c2cc(OC)c(OC)cc2NC(=O)c2ccco2)cc1OC	-6	0	1	-2	11	4	-8	16	2
CNc1nc(Sc2cccc(C(F)(F)F)c2)cc(C(F)(F)F)n1	-11	6	-1	-5	7	-1	-1	-4	1
Cc1ccc(NS(=O)(=O)c2ccc(Br)s2)nc1	2	2	0	-9	1	1	3	-7	-2
O=C(NCCc1ccc(F)cc1)c1coc(=O)c(Br)c1	-2	-1	-7	-2	68*	1	-3	6	-2
COc1ccc(NC(=O)C2CCCN(S(=O)(=O)c3cccc4cccnc34)C2)c(OC)c1 (centres undefined)	-11	-2	-9	-1	7	14	-7	-4	5
CC1CCN(S(=O)(=O)N2CCCC(C(=O)NCc3ccc(F)cc3)C2)CC1 (centres undefined)	-8	4	1	-5	-2	2	-1	-2	-4
CCCCCCCCOC(=O)C[N+](C)(C)C/C=C(/C)Cl	10	-18	6	-13	11	1	-7	19	-10
CCC(CC)c1nnc(NC(=O)c2cccc(S(=O)(=O)N3CCOCC3)c2)s1	-5	0	9	0	1	4	-5	4	5
COc1ccc(C(=O)NCc2ncccc2C)cc1OC1CCN(C(C)=O)CC1	-11	10	8	-2	4	1	-5	14	-2
Cc1cc(OCc2cc(C(=O)N(C)CCCN3CCOCC3)no2)cc(C)c1Cl	20	-15	0	-12	16	15	-9	16	-4
COc1ccc(C)cc1S(=O)(=O)N(C)CC(=O)N1CCCCCC1	-9	6	7	-4	3	2	0	7	0
Cc1ccc(NC(=S)N(CCN(C)C)Cc2cccs2)cc1C	0	-4	-5	-7	1	1	7	7	-13
CCn1c(/C(C#N)=C(\O)CCc2ccccc2)nc2ccccc21	-15	13	1	-1	8	1	0	0	3
Cc1cccc(NC(=O)Oc2ccc(Cl)c3cccnc23)c1	-2	-2	4	-2	11	4	-2	-3	1
Cc1cc(C)n2nc(C(=O)Nc3ccc(S(=O)(=O)N4CCCCC4)cc3)nc2n1	-18	4	-2	-6	10	1	-2	4	-4
O=C(NCCc1ccccc1)C1CC(=O)N(CCc2ccccc2)C1 (centres undefined)	-4	8	9	-2	44*	1	2	6	-4
O=C(Nc1ccc2oc(=O)ccc2c1)c1ccc(-c2cccc(Cl)c2)o1	-16	11	6	-2	9	2	0	3	7
CS(=O)(=O)N1CCN(c2ncccn2)CC1	-13	7	-6	-2	5	1	3	-1	0
C/C(=N\NC(=O)C1CC1(c1ccccc1)c1ccccc1)c1cccc([N+](=O)[O-])c1 (centres undefined)	-5	10	-7	0	8	1	5	-6	1
O=C(CSc1ccccc1C(=O)N1CCN(c2ccccc2)CC1)N1CCCC1	8	-3	-2	0	1	4	-4	-2	8
CCN(CC)CCNC(=O)c1ccc(NC(=O)c2ccc(S(=O)(=O)N3CCCC3)cc2)cc1	5	-1	6	-8	8	1	3	7	-7
COc1ccc(C2C(C(=O)Nc3ccc(F)cc3)=C(C)Nc3nc(CCCO)nn32)cc1 (centres undefined)	-2	-1	5	-6	0	0	-5	1	0
CC(C)S(=O)(=O)c1csc(C(=O)NNC(=O)Nc2ccccc2)c1Cl	-14	9	-15	-1	3	2	-3	2	-3
COc1ccc2c(C)c(C(=O)N3CC[C@@H](N4CCC(O)CC4)[C@H](O)C3)oc2c1	4	0	9	-4	1	0	4	-11	-2
Cc1ccc(C(=O)NCC(=O)Nc2ccc3c(c2)CCC3)cc1C	-12	15	-2	1	-1	0	-6	10	-4
CCC(C)NC(=O)CCn1ccc2cc(S(=O)(=O)N3CCCC3)ccc21 (centres undefined)	-8	3	11	-4	0	1	-2	11	-5
O=C(c1cc(Br)ccc1O)N1CCN(S(=O)(=O)Cc2ccccc2)CC1	6	-1	-3	1	21	8	-10	4	3
O=C(NCC1CCCO1)c1ccc2nc(N3CCCCC3)sc2c1 (centres undefined)	-16	10	-5	-2	0	2	-3	-1	2
CCOC(=O)C1(C)CCCCN1C(=O)c1cccc(Cl)c1 (centres undefined)	-23	16	-11	1	0	0	-2	4	1

Looked up by compound from the list above, 5 records:
SMILES	M1 antag	M1 PAM	CHRM4 antagonist	CHRM1 agonist	TAAR1 ag	CHRM4 agonist	CHRM5 PAM	M5 antag	CHRM5 agonist
O=C(c1cc(Br)ccc1O)N1CCN(S(=O)(=O)Cc2ccccc2)CC1	6	-1	-3	1	21	8	-10	4	3
Cc1cc(OCc2cc(C(=O)N(C)CCCN3CCOCC3)no2)cc(C)c1Cl	20	-15	0	-12	16	15	-9	16	-4
COc1ccc2c(C)c(C(=O)N3CC[C@@H](N4CCC(O)CC4)[C@H](O)C3)oc2c1	4	0	9	-4	1	0	4	-11	-2
COc1ccc(C)cc1S(=O)(=O)N(C)CC(=O)N1CCCCCC1	-9	6	7	-4	3	2	0	7	0
CC(C)S(=O)(=O)c1csc(C(=O)NNC(=O)Nc2ccccc2)c1Cl	-14	9	-15	-1	3	2	-3	2	-3

(listing goes on)
SMILES	M1 antag	M1 PAM	CHRM4 antagonist	CHRM1 agonist	TAAR1 ag	CHRM4 agonist	CHRM5 PAM	M5 antag	CHRM5 agonist
O=C(CCS(=O)(=O)Cc1ccccc1F)NCCc1ccc(Cl)cc1	1	-2	3	-3	1	10	-6	8	3
CCc1nnc(NC(=O)CSc2nnc(C3CC3)n2C)s1	-12	15	-9	-4	1	2	0	0	-5
CCOc1nc(NC(=O)NS(=O)(=O)c2cccc(Cl)c2)nc(-c2ccccc2)n1	-1	5	-6	-3	2	0	-4	9	-1
O=C(N/N=C/c1cc([N+](=O)[O-])ccc1O)c1c[nH]c2ccccc12	-10	0	-5	0	5	0	-4	-3	5
CCCNC(=S)N1CCN(C(c2ccccc2)c2ccccc2)CC1	7	-14	7	-8	-1	-1	-14	14	-9
O=C(Cn1cc2c(n1)CCCC2)NCc1cccnc1	-4	2	12	-3	1	2	-8	1	1
O=C(CCN1C(=O)/C(=C/c2ccc3c(c2)OCO3)SC1=S)Nc1ccc(C(=O)O)cc1	3	0	6	-2	2	1	0	8	-1
Cc1ccc(NS(=O)(=O)c2cc(C(=O)N(C)C)ccc2C)cc1C	-2	3	11	-3	7	3	6	4	0
CS(=O)(=O)c1ccc(S(=O)(=O)N2CCC(CO)(CCCc3ccccc3)CC2)cc1	-14	10	2	-2	7	7	1	-2	4
COc1ccccc1C(=O)NCC(=O)Nc1ccc2c(c1)CCC2	-8	5	1	-2	-1	1	2	1	-4
COc1ccc(N(C)C(=O)c2cc3c(s2)-c2ccccc2S(=O)(=O)C3)cc1	-8	5	12	-4	5	7	-5	13	-2
